High-throughput results (PubChem BioAssay)
A3G deaminase: APOBEC3G DNA deaminase inhibitors, primary screen, biochemical, fluorescence, single-stranded DNA substrate, uHTS. DNA dC->dU-editing enzyme APOBEC-3G (Homo sapiens), Q9HC16. recombinant A3G, ssDNA deamination FAM/TAMRA fluorescence. inhibition, % at 20 µM. 330,000 compounds, 0.28% hits. AID 493012, 2011;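 active = inhibition of at least 40% at 20 µM, with no more than 30% in the related APOBEC3A deaminase screen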;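 also: plate controls were DMSO wells with A3G for no effect and wells lacking A3G enzyme for full effect; some compounds called inactive have numbers as strong as hits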
SENP8 block-1: human SENP8 protease inhibitors, primary screen, biochemical, fluorescence, Nedd8 protein substrate, uHTS; Sentrin-specific protease 8 (Homo sapiens), Q96LD8; recombinant SENP8; inhibition, % at 20 µM; 360,000 compounds, 0.64% hits; AID 602440, 2012; in the data active = inhibition mostly above about 40%, no sharp cut-off; inactive = mostly below about 27%
Target sequence (Q96LD8 whole entry, looked up): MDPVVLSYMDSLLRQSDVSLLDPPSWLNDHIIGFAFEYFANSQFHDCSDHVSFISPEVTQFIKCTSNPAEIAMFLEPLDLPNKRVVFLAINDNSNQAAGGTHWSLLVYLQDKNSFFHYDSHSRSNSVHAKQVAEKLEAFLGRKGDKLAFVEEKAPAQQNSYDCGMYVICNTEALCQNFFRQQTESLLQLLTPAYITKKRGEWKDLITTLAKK
SENP8 block-2: SENP8 protease inhibitors, primary screen, biochemical, luminescence; Sentrin-specific protease 8 (Homo sapiens), Q96LD8; 330,000 compounds, 1.2% hits; AID 2540, 2010; inhibition, % at 10 µM; purified SENP8, Z-RLRGG-aminoluciferin cleavage; in the data active = inhibition above about 50%
SENP6 inh: SENP6 protease inhibitors, primary screen, biochemical, luminescence, uHTS | Sentrin-specific protease 6 (Homo sapiens), Q9GZR1 | Recombinant SENP6 catalytic domain, aminoluciferin luminescence | inhibition, % at 10 µM | 330,000 compounds, 1.8% hits;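 active = inhibition above about 50% at the single tested dose, limit read from the data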;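 also: plate controls were DMSO wells with enzyme for no effect and DMSO wells lacking enzyme for full effect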
Target sequence (Q9GZR1 628-1112 limits assumed): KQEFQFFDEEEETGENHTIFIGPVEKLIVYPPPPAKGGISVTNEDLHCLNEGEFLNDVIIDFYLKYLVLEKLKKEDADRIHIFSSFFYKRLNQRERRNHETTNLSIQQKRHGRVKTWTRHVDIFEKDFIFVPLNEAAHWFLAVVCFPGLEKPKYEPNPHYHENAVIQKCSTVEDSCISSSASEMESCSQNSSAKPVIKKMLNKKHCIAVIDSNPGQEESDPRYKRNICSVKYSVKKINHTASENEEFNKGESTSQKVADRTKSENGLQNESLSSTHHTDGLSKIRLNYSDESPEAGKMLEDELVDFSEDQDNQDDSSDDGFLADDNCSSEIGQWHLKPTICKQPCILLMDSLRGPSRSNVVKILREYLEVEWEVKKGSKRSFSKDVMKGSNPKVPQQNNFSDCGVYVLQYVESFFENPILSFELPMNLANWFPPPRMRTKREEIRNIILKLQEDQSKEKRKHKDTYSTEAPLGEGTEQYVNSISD
SENP7 inh: SENP7 protease inhibitors, primary screen, biochemical, luminescence, uHTS. Sentrin-specific protease 7 (Homo sapiens), Q9BQF6. 330,000 compounds, 1.5% hits. AID 434973, 2010. recombinant SENP7, Z-RLRGG-aminoluciferin luminescence, 40 min. inhibition, % at 5 µM;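 active = inhibition above about 50% at the single test dose, limit read from the data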;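 also: plate controls were DMSO with enzyme for no effect and no enzyme buffer wells for full effect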
SENP1 FRET inh: human SENP1 catalytic domain inhibitors, primary screen, biochemical, FRET, uHTS. 360,000 compounds, 0.21% hits. recombinant SENP1 catalytic domain, CyPet-SUMO1-YPet FRET cleavage. inhibition, % at 10 µM. Sentrin-specific protease 1 (Homo sapiens), Q9P0U3;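 active = inhibition at least 30% at 10 µM, raw YFP signal under a set limit, fluorescence ratio 0.5 to 1.5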;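 also: 0% = enzyme with DMSO and 100% = no enzyme wells; some results filed as inactive read as strong as hits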
Target sequence (Q9P0U3 419-644 limits assumed): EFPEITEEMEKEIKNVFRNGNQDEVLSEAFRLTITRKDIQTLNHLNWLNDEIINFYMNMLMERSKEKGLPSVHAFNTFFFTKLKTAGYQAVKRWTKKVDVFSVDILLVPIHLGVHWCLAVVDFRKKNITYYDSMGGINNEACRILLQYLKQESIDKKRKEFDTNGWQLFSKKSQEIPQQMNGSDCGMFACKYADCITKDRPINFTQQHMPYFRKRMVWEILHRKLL
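Material – human SENP1 catalytic domain · Input – SENP1 enzyme, 20 pM final · Compound dosing – single concentration of 10 µM compound, 0.5% DMSO final · Timing – enzyme reaction for 50 min at room temperature, dark · Measured by – FRET fluorescence in CFP and YFP emission channels · Control set – no-enzyme wells low, DMSO-plus-enzyme wells high control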
UBC13 polyUb: UBC13 polyubiquitin chain formation inhibitors, primary screen, biochemical, TR-FRET, uHTS; Ubiquitin-conjugating enzyme E2 N (Homo sapiens), P61088; inhibition, % at 20 µM; 330,000 compounds, 0.47% hits; AID 485273, 2010; in the data active = inhibition above about 45%, passing the limit was not always enough
Target sequence (P61088 whole entry, looked up): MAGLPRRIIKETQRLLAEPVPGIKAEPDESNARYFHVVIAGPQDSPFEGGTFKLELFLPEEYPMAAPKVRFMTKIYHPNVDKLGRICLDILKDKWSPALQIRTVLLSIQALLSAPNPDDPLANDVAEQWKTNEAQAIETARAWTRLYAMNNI
Apaf-1 inh: inhibitors of human Apaf-1 apoptosome, primary screen, biochemical, DEVD-Rh110 fluorescence, uHTS | Apoptotic protease-activating factor 1 (Homo sapiens), O14727 | reconstituted apoptosome caspase-3 activity | inhibition, % at 20 µM | 330,000 compounds, 0.71% hits; active = inhibition of at least 40% at 20 µM;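 also: plate controls were DMSO wells for no effect and DEVD-CHO caspase inhibitor wells for full effect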
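detection = Rh110 fluorescence intensity | test system = biochemical Apaf-1 apoptosome reconstitution | also added = cytochrome c and DEVD-Rh110 substrate | schedule = 30 min plus 50 min, RT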
Active calls of the source: *; i = inactive.

entry | smiles | A3G deaminase | SENP8 block-1 | SENP8 block-2 | SENP6 inh | SENP7 inh | SENP1 FRET inh | UBC13 polyUb | Apaf-1 inh
1 | CCS(=O)(=O)c1nc2ccccc2n1CC(=O)N1CCOCC1 | -11 | 9 | 5 | -6 | 1 | 1 | -2 | -21
2 | O=C(Nc1ccc(Br)cc1)C1CCCN(S(=O)(=O)c2cccnc2)C1 (stereo not drawn) | -2 | 12 | 2 | -3 | 1 | 1 | 5 | -4
3 | COC(=O)c1ccc(N/C(=N/S(=O)(=O)c2ccccc2)c2ccccc2)cc1 | -2 | 2 | 0 | 0 | 0 | 2 | -5 | -3
4 | O=c1c(Cc2ccc(Cl)cc2)c(O)ccn1Cc1ccncc1 | -5 | -1 | -6 | 0 | -1 | 1 | -5 | 4
5 | COc1cccc(C(=O)/C=C/Nc2cccc(O)c2)c1 | 1 | -78 | 95* | 96* | 100* | -57 | -2 | -12
6 | CCCC(C(=O)Nc1cc(S(=O)(=O)N2CCOCC2)ccc1OC)c1ccccc1 (stereo not drawn) | -4 | -2 | 3 | 2 | -12 | -1 | -4 | -1
7 | CN(C)C(=O)c1ccc(NC(=O)c2ccc(-c3ccc(Cl)cc3)o2)cc1 | -3 | -110 | -6 | -18 | -8 | 0 | -2 | 15
8 | CN(C)CCNC(=O)C(=O)NCC1CCCN1S(=O)(=O)c1cccs1 (stereo not drawn) | 1 | 4 | 11 | -8 | 2 | -1 | 4 | 16
9 | O=C(COC(=O)CCNS(=O)(=O)c1ccccc1)NC(=O)Cc1ccccc1 | -6 | 11 | -1 | -5 | 4 | 3 | 11 | -3
10 | Cn1c(=O)c2c(nc(NC3CCCCC3)n2CC(=O)C23CC4CC(CC(C4)C2)C3)n(C)c1=O | 5 | 18 | 1 | -7 | 0 | 2 | -3 | 25
11 | CN(C)c1c(N)c(=O)oc2ccccc12 | 5 | -6 | 1 | 0 | 3 | 1 | 3 | 3
12 | CC(C)(C)c1ccc(C(=O)NCC(=O)OCC(=O)Nc2nc(-c3ccc(F)cc3)cs2)cc1 | -12 | 13 | -15 | -30 | -5 | 0 | -23 | 5
13 | O=C(CN1C(=O)C2C3C=CC(C3)C2C1=O)NCc1ccccc1 (stereo not drawn) | 1 | 11 | -2 | 9 | 9 | 1 | -1 | 1
14 | Cc1nc(N/N=C/c2ccc(O)cc2O)cc(N2CCOCC2)n1 | -11 | -5 | -2 | 10 | -6 | -1 | -5 | -16
15 | CCOC(=O)N1CCN(C(=O)c2cc(S(=O)(=O)N3CCc4ccccc43)ccc2OC)CC1 | -2 | -9 | -3 | -1 | 4 | 1 | -1 | 6
16 | Cc1cc(NC(=O)CN(C)CC(=O)Nc2ccc(F)c(F)c2F)no1 | 2 | 12 | 0 | -21 | 0 | -1 | 9 | 0
17 | CNC(=O)NC1CCCCc2sccc21 (stereo not drawn) | 0 | 12 | 1 | -2 | -2 | 1 | 5 | -5
18 | O=C(COc1ccc([N+](=O)[O-])cc1)NNC(=O)Nc1ccccc1F | 15 | 16 | 4 | -4 | 5 | 2 | 0 | 10
19 | Cc1ccc(/C=C/C(=O)NCc2cccs2)c(C)c1 | -6 | 7 | -13 | -13 | -5 | 0 | -14 | 6
20 | Cc1ccc(NC(=O)c2cccs2)cc1NC(=O)c1ccc(F)cc1 | -3 | 6 | 2 | -6 | 2 | 2 | 3 | 1
21 | CN(NS(=O)(=O)c1cccs1)c1ncc(C(F)(F)F)cc1Cl | -5 | 0 | -1 | -6 | -4 | -4 | 2 | -5
22 | COc1ccccc1-c1cc(C(=O)N2CCN(c3ccccc3)CC2)no1 | -12 | 6 | 0 | -16 | 10 | 0 | 6 | 15
23 | CC1CC(C(F)(F)F)n2nc(C(=O)O)cc2N1 (stereo not drawn) | -8 | 6 | 1 | 7 | 8 | 2 | 10 | -10
24 | Clc1ccc2c(c1)C(N1CCNCC1)=Nc1ccccc1O2 | -5 | 2 | 0 | -4 | -3 | 0 | -7 | -4
25 | NS(=O)(=O)c1cccc(NC(=O)CSc2nc3ccccc3n2-c2ccccc2)c1 | -8 | -7 | -4 | -8 | 9 | -3 | 16 | -5
26 | CC(C)(C)c1ccc(C(=O)OCC(=O)NC2CC2)cc1 | 0 | 5 | -13 | -18 | 0 | 0 | 1 | 3
27 | Cc1ccnc(NC(=O)CCC(=O)N(CC(=O)NC(C)(C)C)c2ccc3c(c2)OCCO3)c1 | -4 | 17 | -4 | -3 | 4 | 0 | 1 | 2
28 | COc1cc(C(=O)NC(=S)Nc2ccc3c(c2)OCO3)cc(OC)c1OC | 10 | 8 | -6 | -6 | 4 | 1 | 4 | 10
29 | O=C(COC(=O)C1CC1)Nc1ccc(OC(F)F)cc1 | -3 | -2 | 6 | -6 | -1 | -1 | 8 | -2
30 | O=C(NCCCNC(=O)c1ccco1)c1ccco1 | -3 | 9 | 0 | -37 | 2 | 1 | 7 | -8
31 | O=C1COc2ccc(S(=O)(=O)NCCc3ccccc3)cc2N1 | -8 | 9 | 0 | 1 | -9 | 1 | 5 | 2
32 | COc1ccc(N(CC(=O)NC2CCCCC2)S(=O)(=O)c2cccnc2)cc1 | 3 | -1 | -4 | -3 | 1 | 0 | 6 | 6
33 | COc1ccc(N(Cc2cc3cc(OC)ccc3[nH]c2=O)S(=O)(=O)c2ccc(NC(C)=O)cc2)cc1 | -3 | -488 | -6 | 4 | -10 | -2 | 8 | 3
34 | CC(Sc1nnc(N)s1)C(=O)NC1CCCCC1C (stereo not drawn) | -8 | 20 | 1 | 1 | -5 | 1 | -2 | -8
35 | O=C1C2C3CCCC3=C3CCCC3C2C(=O)N1c1cccc(Cl)c1 (stereo not drawn) | -6 | 12 | -4 | -18 | -3 | 10 | 10 | 13
36 | CCOc1ccc(NCC(=O)c2ccc(C)cc2)cc1 | -3 | 8 | 17 | 23 | 6 | 2 | 4 | 2
37 | CC1CCCCN1C(=O)Cn1c(=O)oc2cc(S(=O)(=O)N3CCCC3)ccc21 (stereo not drawn) | -4 | 16 | 10 | -8 | -7 | 1 | 3 | -1
38 | COc1ccc(CN2CCCCC2C)cc1OC (stereo not drawn) | -3 | 13 | -8 | -23 | -2 | -1 | -7 | -8
39 | O=C(NCc1ccc(F)cc1)C1(S(=O)(=O)c2ccc(Cl)cc2)CC1 | -7 | 4 | 8 | -34 | 7 | -10 | 0 | -8
40 | CCOc1ccc(NC(=O)Cn2nnc(-c3ccccc3NC(=O)C3CC3)n2)cc1 | -3 | 11 | 4 | 2 | 2 | 0 | 7 | -5
41 | O=c1c2cc(NC(=S)NC3CCCCC3)ccc2nc2n1CCCCC2 | -5 | -12 | -8 | -10 | -6 | 1 | -5 | 13
42 | CCOC(=O)NC(Nc1sc2c(c1C(N)=O)CCCC2)(C(=O)OCC)C(F)(F)F (stereo not drawn) | -6 | -12 | 4 | 13 | 2 | -6 | -3 | -12
43 | Cc1ccc(C2=NN(CC(=O)NCCN(C)C)C(=O)CC2)cc1 | -4 | 24 | 11 | 0 | 6 | 0 | 6 | -3
44 | COc1ccc(N2CCN(C(=O)CCN3C(=O)C4C5C=CC(C5)C4C3=O)CC2)cc1 (stereo not drawn) | -8 | 4 | -2 | -23 | -11 | -1 | 7 | -16
45 | COc1ccc(CNC(=O)c2cc3c(=O)n4cccc(C)c4nc3n(CC3CCCO3)c2=N)cc1 (stereo not drawn) | 15 | -350 | 3 | -17 | -3 | -20 | -15 | 25
46 | COc1ccc(C2CC(c3cccs3)=NN2C(=O)CSc2nc3ccccc3o2)cc1 (stereo not drawn) | -9 | -404 | -10 | -13 | -5 | 1 | 6 | 29
47 | COc1ccc(NC(=O)c2cc(=O)c3ccccc3o2)cn1 | -10 | 19 | 5 | 5 | 2 | -5 | 0 | -20
48 | Cc1cc2n(n1)C(c1ccccc1)Nc1ccccc1-2 (stereo not drawn) | -2 | -166 | -4 | -9 | -5 | 1 | -14 | 10
49 | Cc1cc(C)c(S(=O)(=O)N2CCN(C(=O)CN3C(=O)NC4(CCCC4)C3=O)CC2)c(C)c1 | -6 | 5 | -11 | -23 | -12 | 1 | -2 | 11
50 | COC(=O)c1cc(OC)c(OC)cc1NC(=O)c1ccccc1 | -5 | -16 | 11 | -19 | 3 | 1 | 16 | 5
51 | O=C(c1cccs1)n1nc(NCc2ccccc2)nc1NCc1ccccc1 | -12 | 17 | -2 | -12 | -5 | 2 | -5 | 16
52 | CCn1c(SCC(=O)OC2CCCCC2)nnc1-c1ccncc1 | -4 | -29 | 2 | 2 | -1 | -2 | 4 | 2
53 | CCOc1cc(NC(=S)NCC2CCCO2)c(OCC)cc1NC(=O)CC(C)C (stereo not drawn) | -8 | 9 | 4 | 0 | 0 | -4 | 6 | -8
54 | CC(C)C(=O)Nc1cccc(NC(=S)NC(=O)c2cccs2)c1 | 3 | 7 | -7 | -6 | 4 | 0 | 2 | 8
55 | CC1=NN(Cc2ccccc2)C(=O)/C1=C/c1ccc(N(C)C)cc1 | 23 | 29 | -10 | -3 | 1 | 2 | i | 4
56 | C=CCC(CC=C)(NC(=O)c1cccc(C)c1)c1ccccc1 | -6 | 29 | 2 | 6 | 3 | 2 | 14 | 3
57 | CCC(=O)NC(=S)Nc1ccc(NC(=O)COc2ccccc2)cc1 | -1 | 11 | -1 | -5 | -1 | 1 | 3 | 8
58 | O=c1c2ccccc2nc2n1CCCCN2 | -2 | i | -2 | -4 | -3 | -2 | 17 | -3
59 | CCn1c(CSc2nc3ccccc3s2)nnc1SCC(=O)c1ccc(O)c(O)c1 | -3 | 10 | -1 | 5 | 4 | 2 | -5 | -7
60 | CCOC(=O)CSC1=C(C#N)C(c2ccc(OC)cc2)C2=C(CC(C)(C)CC2=O)N1 (stereo not drawn) | -11 | -20 | -1 | 0 | -7 | -1 | -8 | 23
61 | Cc1ccccc1Nc1nc(N)c2ccccc2n1 | -5 | -230 | 91* | 3 | 95* | 1 | -8 | -15

Entries of single compounds from above. Order of values: A3G deaminase	SENP8 block-1	SENP8 block-2	SENP6 inh	SENP7 inh	SENP1 FRET inh	UBC13 polyUb	Apaf-1 inh
CC1=NN(Cc2ccccc2)C(=O)/C1=C/c1ccc(N(C)C)cc1 in the list: 23	29	-10	-3	1	2	i	4
Cc1ccccc1Nc1nc(N)c2ccccc2n1 in the list: -5	-230	91*	3	95*	1	-8	-15
O=C(c1cccs1)n1nc(NCc2ccccc2)nc1NCc1ccccc1 in the list: -12	17	-2	-12	-5	2	-5	16
CCn1c(SCC(=O)OC2CCCCC2)nnc1-c1ccncc1 in the list: -4	-29	2	2	-1	-2	4	2
Cc1cc2n(n1)C(c1ccccc1)Nc1ccccc1-2 (stereo not drawn) in the list: -2	-166	-4	-9	-5	1	-14	10

Only SENP8 block-2 (2 entries from above):
No. | Compound | SENP8 block-2
57 | CCC(=O)NC(=S)Nc1ccc(NC(=O)COc2ccccc2)cc1 | -1
58 | O=c1c2ccccc2nc2n1CCCCN2 | -2

2 compounds picked at random from those above:
entry | smiles | A3G deaminase | SENP8 block-1 | SENP8 block-2 | SENP6 inh | SENP7 inh | SENP1 FRET inh | UBC13 polyUb | Apaf-1 inh
42 | CCOC(=O)NC(Nc1sc2c(c1C(N)=O)CCCC2)(C(=O)OCC)C(F)(F)F (stereo not drawn) | -6 | -12 | 4 | 13 | 2 | -6 | -3 | -12
44 | COc1ccc(N2CCN(C(=O)CCN3C(=O)C4C5C=CC(C5)C4C3=O)CC2)cc1 (stereo not drawn) | -8 | 4 | -2 | -23 | -11 | -1 | 7 | -16
